# AID inh: Primary qHTS assay for inhibitors of Activation Induced Cytidine Deaminase (AID): AID signal; AID deamination FRET fluorescence, UDG-coupled, 4 h; AID 1347428, 2020; Potency, µM (titrated, usually from 115 µM), inactives show at the highest dose activity change, negative = inhibition, most hits filed as inhibitors; actives 0.32% (n = 91,000); further: nearly all actives have a fitted effect of over 25% in size
# Target sequence (Q9GZX7 whole entry, looked up): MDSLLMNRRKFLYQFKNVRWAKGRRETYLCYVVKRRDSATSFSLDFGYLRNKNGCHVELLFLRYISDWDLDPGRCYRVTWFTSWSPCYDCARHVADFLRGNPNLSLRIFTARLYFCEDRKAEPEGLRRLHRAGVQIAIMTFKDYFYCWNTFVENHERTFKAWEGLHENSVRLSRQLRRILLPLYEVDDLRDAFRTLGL
# UDG counter: Primary qHTS assay for inhibitors of Activation Induced Cytidine Deaminase (AID): UDG Counterscreen signal | FRET deamination/UDG coupled assay, UDG read, 4 h | Potency, µM (titrated, usually from 115 µM), inactives show top-dose activity change, negative = inhibition, actives largely listed as inhibitors | Uracil-DNA glycosylase | AID 1347430, 2020 | actives 0.14% (n = 91,000); further: nearly all actives have a fitted effect of over 65% in size
# An asterisk follows results filed as active; ? = inconclusive; & = joins results of further samples; [ ] = dose if it differs, or a comment. The call rests on the fitted dose curve; in most records, active means well fitted curve in the direction sought with a large enough effect; inconclusive means small, poorly fitted or top-dose-only effect, or another doubt; inactive means no such curve, though single readings can be large; an effect the other way counts as inactive or inconclusive. On the % scale 0 is the no-effect control and ±100 the full control effect; potency means the concentration at half of the fitted maximal effect. Some of the compounds tested, so the mix of outcomes need not match the whole.
SMILES,AID inh,UDG counter
Cn1nc(C(=O)NCc2ccc(Cl)cc2)c2c1-c1ccccc1S(=O)(=O)C2,?,4%
CCOc1ccc(CNC(=O)CCn2c(=O)c3cccn3c3cccnc32)cc1,-13%,-4%
Cc1ccc(C(=O)Nc2nc3n(n2)C(c2ccccc2)C=C(c2ccccc2)N3)cc1 (stereo not given),-12%,2%
Cc1ccc(Nc2c3c(nc4nncn24)CCC3)c(C)c1,3%,0%
COc1ccc(NC(=O)Cn2c(=O)oc3cc(S(=O)(=O)NC4CCCC4)ccc32)cc1OC,7%,26%
Cc1ccc2[nH]c(CSc3nnc(NC(=O)c4ccccc4C)s3)cc(=O)c2c1,?,-15%[57.5 µM]
COc1ccc(Nc2nc(N)c(C(=O)c3ccc(Cl)cc3)s2)cc1,-16%,2%
CC(=O)c1cccc(NC(=O)CSc2nnc3ccc(-c4ccc(F)cc4)nn23)c1,-5%,4%
CCOc1ccc(-c2cc(C(=O)NCCc3ccc(OC)c(OC)c3)c3c(-c4ccc(F)cc4)[nH]nc3n2)cc1,3%,24%
CS(=O)(=O)Cc1ccc(C(=O)OCc2cc(=O)oc3cc4c(cc23)CCC4)cc1,-5%,-5%
O=C(Oc1ccc2c(=O)c(-c3ccc(Br)cc3)coc2c1)c1ccco1,1%,0%
Cc1cccc(C(=O)Nc2nc3c(s2)CCCC3)c1,?,2%[57.5 µM]
CCN1CCN(Cc2ccc(CNC(=O)C(C)NC(=O)c3ccco3)cc2)CC1 (stereo not given),-11%,1%
Cc1ccc(NC(=O)N2CCN3CCCCC3C2)cc1C (stereo not given),-2%,-2%
Fc1ccc(C(Nc2ccccc2Cl)c2nnc(-c3ccccc3Cl)o2)cc1 (stereo not given),?,?
CCN(CC)CCCNC(=O)c1nn(-c2ccc(C)cc2)c(=O)c2c1c1ccccc1n2C,?,?
Cc1cc2nc(CSc3nc4ccc(NC(=O)CCC5CCCC5)cc4s3)cc(=O)n2o1,6%,-8%
CCC(C)Nc1sc(S(=O)(=O)CC)nc1S(=O)(=O)c1ccc(C)cc1 (stereo not given),-15%,-2%
CC(C)c1ccc(NC(=S)NCc2ccc(F)cc2)cc1,-9%,-7%
CCOC(=O)c1ccccc1NC(=O)COc1ccccc1-c1nnc(-c2ccccc2)o1,?,?
CCOC(=O)COc1ccc(F)cc1C(=O)c1ccn2nc(-c3ccc(C)cc3)cc2n1,-9%,1%
Cc1cc(N2CCC(C)CC2)nc2ccc(NC(=O)CCC(=O)N3CCN(c4cccc(C(F)(F)F)c4)CC3)cc12,-8%,-1%
O=S(=O)(c1ccccc1)c1nc(-c2cccs2)oc1SCc1ccccc1F,68%[activator],-7%
COC(=O)CCCNC(=O)c1cc(-c2ccncc2)nc2ccccc12,7%,-15%
CC(C)C(=O)Nc1ccc(-c2nc(-c3ccccc3)co2)cc1,-6%,1%
CCc1ccc(C(=O)c2cn(CC(=O)Nc3ccc4c(c3)OCCO4)c3ccc(F)cc3c2=O)cc1,5%,-5%
COc1cc(OC)c2[nH]c(C(=O)OC(C)C(=O)c3ccccc3)cc2c1 (stereo not given),28%,-15%
CCOc1ccc(-c2cc(C(=O)O)c3cc(Br)ccc3n2)cc1,-6%,4%
CCCCCn1nc(C(=O)NC2CCN(C(=O)C3CC3)CC2)c2ccccc2c1=O,-1%,-8%
O=C(CSc1nc2ccccc2n1Cc1ccccc1F)NCc1ccccc1,-9%,-27%
O=C(COC(=O)c1ccc(S(=O)(=O)N2CCCC2)cc1)Nc1ccc(Cl)cn1,3%,13%
CCc1ccc(-n2c(N3CCN(c4ccc(F)cc4)CC3)nc3ccccc3c2=O)cc1,-29%,-5%[57.5 µM]
COc1ccc(CCC2CCN(C(=O)Nc3ccccc3)CC2)cc1,-12%,-10%
COc1ccccc1OCCn1cnc2c1c(=O)n(C)c(=O)n2C,-2%,2%
O=C(NCc1cccs1)c1ccc(CSc2nc3cccnc3n2Cc2ccccc2F)cc1,19%,-3%
C=CCNc1nc(C(=O)OCC(=O)N(C)CC(=O)Nc2ccc(C)cc2)cs1,5%,-1%
Cc1ccc(C(=O)Nc2ccc(-c3nc4ccc(C)cc4s3)cc2)c(C)c1,-12%,-10%
Cc1ccc(Cl)cc1NC(=O)CN1C(=O)CCc2ccccc21,-4%,6%
COCCCNC(=O)CCC(=O)NNc1nc2ccccc2c2nc(C)nn12,3%,-3%
CCc1ccccc1N(c1nc(-c2ccc(OC)c(OC)c2)no1)c1nc(-c2ccc(OC)c(OC)c2)no1,-9%,-4%
Fc1ccc(/C=C/c2nc3cc(-c4ccccc4)ccc3o2)cc1,1%,-8%
O=S(=O)(c1ccc(Cl)cc1)c1ccc(-c2ccc(S(=O)(=O)c3ccc(Cl)cc3)cc2)cc1,0%,11%
CC(=O)N1CCOc2cc(S(=O)(=O)Nc3cc(C(F)(F)F)ccc3Cl)c(C)cc21,-4%,1%
CC(=O)c1ccc(N2CCN(S(=O)(=O)c3ccc4c(c3)C(C)(C)C(=O)N4)CC2)cc1,0%,-13%
N#C/C(=C/c1ccccc1OC(F)F)C(=O)c1ccccc1,-8%,11%
Brc1cccc(CNCCSc2nnnn2-c2ccccc2)c1,-4%,-1%
CC(=O)OCC12COC(c3ccc(OC(C)=O)cc3)C(C(C)=CC1C)C2C (stereo not given),-4%,-3%
Cc1cc(C)cc(NC(=O)c2nnn(Cc3cccc(Br)c3)c2N)c1,-25%,-1%
O=C(NC1CCN(Cc2ccccc2)CC1)c1ccc(Cn2c(=O)c3ccccc3n(Cc3cccc(F)c3)c2=O)cc1,4%,-6%
O=C(Nc1cccc(COc2cccc(F)c2)c1)c1cc[n+]([O-])cc1,3%,8%
COc1ccc(Cl)cc1NC(=O)Cn1ncc2c3ccccc3n(Cc3ccccc3)c2c1=O,15%,-22%[57.5 µM]
O=C(CCCCCn1c(=O)[nH]c2ccsc2c1=O)NCc1ccccc1,15%,-7%
COc1cccc(NS(=O)(=O)c2ccc3c(c2)n(C)c(=O)n3C)c1,32%[activator],17%
Cc1nnc(N2CCCC(C(=O)NCc3ccccc3)C2)c2nn(-c3ccccc3)c(C)c12 (stereo not given),?,-3%
CNC(=O)CCN(C)C(=O)Nc1ccc(C(F)(F)F)cc1,-4%,6%
O=C(NC1CCCCC1)c1ccc2c3c(cccc13)CC2,18%,6%
N#Cc1ccccc1COC(=O)c1ccc(Cl)cc1F,-17%,-12%
CCC1CN(C(=O)Nc2cc(Cl)ccc2C(=O)OC)c2ccccc2S1 (stereo not given),3%&-8%,3%&-7%
Nc1c(-c2nc3ccccc3[nH]2)c2ccccn2c1C(=O)c1cccc(Br)c1,-15%,-13%
CCN1CCCC1CNC(=O)CC(C)(C)C (stereo not given),1%,-4%

# At a glance, some entries already given.
SMILES,AID inh,UDG counter
CC(=O)c1ccc(N2CCN(S(=O)(=O)c3ccc4c(c3)C(C)(C)C(=O)N4)CC2)cc1,0%,-13%
N#C/C(=C/c1ccccc1OC(F)F)C(=O)c1ccccc1,-8%,11%
Brc1cccc(CNCCSc2nnnn2-c2ccccc2)c1,-4%,-1%
CC(=O)OCC12COC(c3ccc(OC(C)=O)cc3)C(C(C)=CC1C)C2C (stereo not given),-4%,-3%
Cc1cc(C)cc(NC(=O)c2nnn(Cc3cccc(Br)c3)c2N)c1,-25%,-1%
O=C(NC1CCN(Cc2ccccc2)CC1)c1ccc(Cn2c(=O)c3ccccc3n(Cc3cccc(F)c3)c2=O)cc1,4%,-6%
O=C(Nc1cccc(COc2cccc(F)c2)c1)c1cc[n+]([O-])cc1,3%,8%
COc1ccc(Cl)cc1NC(=O)Cn1ncc2c3ccccc3n(Cc3ccccc3)c2c1=O,15%,-22%[57.5 µM]
O=C(CCCCCn1c(=O)[nH]c2ccsc2c1=O)NCc1ccccc1,15%,-7%
COc1cccc(NS(=O)(=O)c2ccc3c(c2)n(C)c(=O)n3C)c1,32%[activator],17%
Cc1nnc(N2CCCC(C(=O)NCc3ccccc3)C2)c2nn(-c3ccccc3)c(C)c12 (stereo not given),?,-3%
CNC(=O)CCN(C)C(=O)Nc1ccc(C(F)(F)F)cc1,-4%,6%
O=C(NC1CCCCC1)c1ccc2c3c(cccc13)CC2,18%,6%
N#Cc1ccccc1COC(=O)c1ccc(Cl)cc1F,-17%,-12%

# The results go on.
SMILES,AID inh,UDG counter
O=C(CSc1oc(-c2ccco2)nc1S(=O)(=O)c1ccc(Cl)cc1)c1ccc(Cl)cc1,40%[activator],?
N#Cc1cccc(OCC(=O)Nc2ccccc2C(=O)c2ccccc2)c1,2%,-7%
Cc1ccccc1CN1CCCN(CC(=O)Nc2c(C)cccc2C)S1(=O)=O,0%,15%
CC(C)OCCCn1c(SCc2cccc(Br)c2)nc2c(sc3ccccc32)c1=O,9%,-1%
CCOC1CCNCC1,0%,-2%
CCc1nnsc1C(=O)NC(C)c1ccc(OC(C)C)c(OC)c1 (stereo not given),1%,10%
Cc1cc2oc(C(=O)Nc3ccc(S(=O)(=O)N4CCCC(C)C4)cc3)cc(=O)c2cc1Cl (stereo not given),0%,-4%
Fc1ccc(C2=NC(c3cccc(C(F)(F)F)c3)=Nc3ccccc3N2)cc1,10%,1%
COc1cccc(C(=O)CC2(O)C(=O)N(Cc3ccccc3)c3ccccc32)c1 (stereo not given),11%,16%
CCC1Sc2ccccc2N(CC(=O)NCc2ccc(C)cc2)C1=O (stereo not given),4%,-7%[57.5 µM]
COc1cccc(-c2cc(=O)[nH]c(Nc3nc(C)c4ccccc4n3)n2)c1,22µM*,-9%
C/C(CC(=O)Nc1cccc2c1CCCC2)=N\NC(=O)c1ccccn1,0%,-1%
CCOC(=O)c1ccccc1NC(=O)COC(=O)c1nn(-c2ccccc2)c(=O)c2ccccc12,-2%,7%
Nc1nccnc1C(=O)NCc1ccc(Oc2ccc(F)cc2)cc1,-24%,-8%
CCCCn1cnc2cc(NCc3ccc(OCC)cc3)ccc21,5%,0%

# Some values from the list:
# C/C(CC(=O)Nc1cccc2c1CCCC2)=N\NC(=O)c1ccccn1 @ UDG counter = -1%
# CCOC1CCNCC1 @ AID inh = 0%

# Next part.
SMILES,AID inh,UDG counter
CCCOc1ccc(C(=O)/C=C/c2cc(OC)c(OC)c(OC)c2)cc1,-20%,-8%
CCNC(=O)C1CCCN(c2nnc(C)c3c(C)n(-c4ccc(C)cc4)nc23)C1 (stereo not given),-13%,2%
COc1ccc(-n2c(SCc3nc(-c4ccc(Cl)cc4)no3)nnc2-c2ccncc2)cc1,?,?
Cc1cc(=O)n(CC(=O)N2CCCc3ccccc32)c2c1c(C)nn2-c1cccc(F)c1,-20%,-21%
CCOC(=O)N1CCN(Cc2nc3c(c(=O)[nH]c(=O)n3C)n2CCOC)CC1,2%,4%
COC(=O)c1c(NC(=O)c2cc(OC)c(OC)c(OC)c2Br)sc2c1CCC(C)C2 (stereo not given),-5%[57.5 µM],-13%[57.5 µM]
Cc1cccc(OC(C)c2nc(-c3ccc(Br)cc3)no2)c1 (stereo not given),-9%,-6%
O=c1c2c3c(sc2n(Cc2ccccc2F)c(=O)n1-c1ccc(Cl)cc1)CCCC3,1%,-5%
Cc1ccc(CNC(=O)c2cc(=O)c3c(C)cc(C)cc3o2)cc1,12%,16%
c1csc(C2=NC(c3ccncc3)=Nc3ccccc3N2)c1,2%,-8%
Cc1cc(N2CCN(c3cccc(C)c3C)CC2)n2cnnc2n1,-23%,6%
COc1cccc(C2CC(=O)Nc3n[nH]c(Nc4ccccc4)c32)c1 (stereo not given),-9%,9%
COc1ccc(/C=C/C(=O)c2ccc(C)s2)cc1,-14%,-6%
COc1ccc2c(c1)c(=O)c(S(=O)(=O)c1ccc(C)cc1)cn2Cc1ccccc1C,?,-12%
O=C(Nc1ccc(N2CCN(CCOc3ccc(Cl)cc3)CC2)c(C(=O)O)c1)c1ccc(F)cc1,69%[activator],2%
Cc1ccc(-c2cnc(CCC(=O)Nc3cc(Cl)c(N)c(Cl)c3)o2)cc1C,11%,6%
Cc1cc2oc(C(=O)Nc3nonc3-c3cccs3)c(C)c2cc1C,-2%,-6%
Cc1ccc(CCNC(=O)CCCn2c(=O)c3ccccc3n(Cc3ccccc3C#N)c2=O)cc1,11%,5%
CCc1ccc(NC(=O)Cn2c(=O)oc3cc(S(=O)(=O)N4CCCCCC4)ccc32)cc1,0%,-6%
O=C(CSc1ncnc2ccccc12)NC1CCS(=O)(=O)C1 (stereo not given),-1%,-9%
CCCCn1nc(C(=O)Nc2ccc3nc(N4CCOCC4)sc3c2)c2ccccc2c1=O,-6%,-10%
Cc1cc2c(cc1S(=O)(=O)CCC(=O)NCCc1ccccc1)OCC(=O)N2,37%[activator],7%
CCOc1ccc(-c2cccc(NS(=O)(=O)c3ccccc3C(F)(F)F)c2)nn1,0%,4%
Cc1c(-c2ccccc2)[nH]c2ccccc12,-11%,-9%
CCOC(=O)c1ccc(N2CCN(CC)CC2)c(NC(=O)COc2ccc(C(C)(C)C)cc2)c1,6%,-1%
CONC(=O)c1ccc2c(c1)NC(=O)CS2,2%,1%
COc1ccc(CNC(=O)c2cccc3ccccc23)cc1,4%,6%
Cc1ccc(OCC(=O)NCC(c2ccc(Cl)cc2)N2CCOCC2)cc1C (stereo not given),-21%,9%
CC(NC(=O)CNC(=O)OC(C)(C)C)c1ccccc1 (stereo not given),5%,1%
CCOc1cc(/C=C2\NC(=O)NC2=O)ccc1OCc1ccc(C(=O)O)cc1,3%,1%
COc1ccc(-c2cc3ccc(OC)cc3oc2=O)c(OC)c1,-18%,?
COc1ccc(C(=O)N(Cc2cc(OC)c(OC)c(OC)c2)CC2CCCO2)cc1 (stereo not given),2%,7%
Cc1cc(Cl)ccc1NC(=O)c1cc2ccccn2n1,-4%,18%
Cc1ccc(C)c(NC(=O)CCc2c[nH]c3ccccc23)c1,-9%,-6%

# Source: PubChem BioAssay (National Center for Advancing Translational Sciences (NCATS))
